APOBEC3A inh – human APOBEC3A DNA deaminase inhibition. P31941. recombinant A3A, FAM/TAMRA ssDNA deamination fluorescence. inhibition, % at 20 µM. hit rate 0.41% among 330,000. AID 493011;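 active = at least 40% inhibition at 20 µM here, with at most 30% in a related deaminase screen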;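 note: plate controls were A3A with DMSO for no effect and wells lacking A3A enzyme for full effect; some results filed as inactive read as strong as hits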
Target sequence (P31941 whole entry, looked up): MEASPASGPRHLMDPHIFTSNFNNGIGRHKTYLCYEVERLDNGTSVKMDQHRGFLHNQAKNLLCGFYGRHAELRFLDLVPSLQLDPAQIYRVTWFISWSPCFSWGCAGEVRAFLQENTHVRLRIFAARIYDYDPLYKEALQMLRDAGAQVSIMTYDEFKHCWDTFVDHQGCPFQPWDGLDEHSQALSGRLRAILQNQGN
A3G deaminase – blocks human APOBEC3G single-stranded DNA deamination. Q9HC16. recombinant A3G, ssDNA deamination FAM/TAMRA fluorescence. inhibition, % at 20 µM. hit rate 0.28% among 330,000;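 active = inhibition of at least 40% at 20 µM, with no more than 30% in the related APOBEC3A deaminase screen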;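 note: plate controls were DMSO wells with A3G for no effect and wells lacking A3G enzyme for full effect; some compounds called inactive have numbers as strong as hits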
Target sequence (Q9HC16 whole entry, looked up): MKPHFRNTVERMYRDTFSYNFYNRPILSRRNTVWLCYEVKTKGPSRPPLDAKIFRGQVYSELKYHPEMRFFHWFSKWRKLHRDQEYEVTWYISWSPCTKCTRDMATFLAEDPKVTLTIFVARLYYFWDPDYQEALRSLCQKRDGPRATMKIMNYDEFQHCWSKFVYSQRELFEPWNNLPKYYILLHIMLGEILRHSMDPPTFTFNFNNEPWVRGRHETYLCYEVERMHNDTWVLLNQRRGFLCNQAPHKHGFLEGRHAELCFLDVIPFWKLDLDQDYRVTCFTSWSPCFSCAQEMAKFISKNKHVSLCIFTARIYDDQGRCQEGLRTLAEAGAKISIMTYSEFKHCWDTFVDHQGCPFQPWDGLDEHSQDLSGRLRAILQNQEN
hIAP block – human IAP inhibition; P09923; purified IAP, CDP-Star luminescence, 30 min; inhibition, % at 10 µM; hit rate 0.12% among 330,000; AID 2544;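 active = inhibition reaching a set limit with compound at 10 µM in the primary screen, cut at about 35% in these data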;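 note: plate controls were DMSO wells with enzyme for no effect and no-enzyme buffer wells for full effect; values of inactives mirror those of a sister screen read the other way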
Target sequence (P09923 whole entry, looked up): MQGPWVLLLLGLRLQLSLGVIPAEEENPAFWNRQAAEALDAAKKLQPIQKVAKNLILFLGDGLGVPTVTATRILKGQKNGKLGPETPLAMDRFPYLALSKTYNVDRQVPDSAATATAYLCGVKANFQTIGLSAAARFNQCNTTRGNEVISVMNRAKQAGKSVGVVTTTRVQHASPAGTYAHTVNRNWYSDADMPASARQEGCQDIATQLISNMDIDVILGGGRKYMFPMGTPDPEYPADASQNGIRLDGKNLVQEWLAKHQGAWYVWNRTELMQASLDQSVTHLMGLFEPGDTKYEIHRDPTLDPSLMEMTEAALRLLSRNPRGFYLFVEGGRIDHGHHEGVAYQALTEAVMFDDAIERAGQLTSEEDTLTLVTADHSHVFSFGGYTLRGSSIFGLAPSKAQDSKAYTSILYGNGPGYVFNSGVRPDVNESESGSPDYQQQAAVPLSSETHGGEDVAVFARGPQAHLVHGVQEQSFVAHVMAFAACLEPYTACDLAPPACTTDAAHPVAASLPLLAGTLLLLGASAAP
mIAP act – mouse IAP activation. muIAP, CDP-Star luminescence, 30 min; hits give high values; 1 = vehicle-only enzyme signal, 0 = enzyme-free wells. activation factor at 10 µM. hit rate 0.24% among 330,000. AID 2805;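 active = activation factor of at least 2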; note: the source names both 10 and 20 µM as test concentration; values of inactives mirror those of a sister screen read the other way
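Assay system: mouse IAP enzyme; Reagent: CDP-Star chemiluminescent phosphatase substrate; Compound: DMSO-dissolved test compounds; Incubation: 30 min, room temperature; Technique: luminescence from enzymatic CDP-Star hydrolysis; Controls: DMSO-only wells and no-enzyme negative control.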
MIN6 prolif – induces beta-cell replication in MIN6 cells | MIN6 cells proliferation, ATPlite luminescence, 48 h; cells starved in 0.2% serum; 100% = growth in 10% serum | proliferation, % at 10 µM | hit rate 0.29% among 330,000 | AID 2380;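 active = compounds whose signal lies at least 3.5 SD above the mean of all wells on their plate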;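 note: 0% = DMSO-treated cells in low-serum medium and 100% = 10% serum control; some compounds called inactive have numbers as strong as hits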
mIAP block – blocks mouse intestinal alkaline phosphatase. inhibition, % at 10 µM. purified mouse IAP, CDP-Star luminescence, 30 min. hit rate 0.2% among 330,000. AID 2806;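 active = inhibition of at least 40% at 10 µM in the primary screen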;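 note: plate controls were DMSO with enzyme for no effect and no enzyme wells for full effect; values of inactives mirror those of a sister screen read the other way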
ATG4B inh – inhibitors of human ATG4B cysteine protease; ATG4B cleavage of LC3-PLA2, NBD-HPC fluorescence, 1 h; inhibition, % at 8.33 µM; AID 504462; Q9Y4P1; hit rate 0.51% among 340,000; in the data active = inhibition above about 40%
hIAP activ – increases human intestinal alkaline phosphatase activity. purified human IAP, CDP-Star luminescence, 30 min; hits give high values; 1 = vehicle-only enzyme, 0 = enzyme-free background. activation factor at 10 µM. hit rate 0.16% among 330,000. AID 2524;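 active = activation factor of the enzyme at least 2-fold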; note: the source names both 10 and 20 µM as test concentration; values of inactives mirror those of a sister screen read the other way
MPTP block – blocks calcium-induced mitochondrial swelling; isolated mouse mitochondria, Ca2+ swelling absorbance, 30 min; inhibition, % at 10 µM; hit rate 1.4% among 360,000; AID 602449;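 active = inhibition of 50% or more, scaled per plate between neutral and stimulator controls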;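 note: 0% = DMSO wells given calcium and 100% = 1 mM EGTA wells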
* hit, by the source's call; . = not tested or not shown.

# | SMILES | APOBEC3A inh | A3G deaminase | hIAP block | mIAP act | MIN6 prolif | mIAP block | ATG4B inh | hIAP activ | MPTP block
1 | Cc1cc(C)cc(Oc2ccccc2/C=C\C(=O)O)c1 | -4 | -3 | -8 | 1 | -3 | -5 | -6 | 1.1 | 1.5
2 | CCCc1cc(=O)[nH]c(SCC(=O)N2CCN(S(=O)(=O)c3ccc4ccccc4c3)CC2)n1 | 0 | -5 | -4 | 0.96 | 0 | 4 | -2 | 1 | 1.2
3 | Cc1ccc(C)c(N2CCN(S(=O)(=O)c3cn(C)cn3)CC2)c1 | -4 | -6 | -17 | 1 | -2 | -3 | -4 | 1.2 | -1.3
4 | Clc1ccc(/C=N/Nc2nnc(-c3ncc[nH]3)c3ccccc23)cc1 | 5 | -1 | -24 | 0.95 | -5 | 5 | 79* | 1.2 | 13
5 | O=C1C2C3C=CC(CC3)C2C(=O)N1c1cccc(Br)c1 (centres undefined) | -2 | -4 | -10 | 0.96 | 0 | 4 | 6 | 1.1 | -0.4
6 | C=CCNC(=O)C1CC2Cn3c(nc4cc(Cl)c(Cl)cc43)C2N1C (centres undefined) | -2 | -5 | 3 | 0.96 | -2 | 4 | -3 | 0.97 | -1.0
7 | COCc1cc(C)nc(N2CCOCC2)c1C#N | 0 | 1 | -11 | 0.92 | -5 | 8 | -8 | 1.1 | 0.5
8 | CCN(CC)S(=O)(=O)c1cccc(C(=O)OCC(=O)NCc2ccccc2OC)c1 | 1 | -4 | -13 | 1 | -1 | -4 | -3 | 1.1 | 0.0
9 | COc1ccc(CN2CCNC(=O)C2CC(=O)NCCc2nc(C)c(C)s2)c(OC)c1 (centres undefined) | 1 | -2 | -7 | 0.9 | -2 | 10 | 1 | 1.1 | -0.3
10 | COc1ccc(CCNC(=O)C2CCN(C(=O)c3ccc(Cl)cc3)CC2)cc1 | -4 | -6 | -21 | 0.99 | -3 | 1 | 1 | 1.2 | 0.1
11 | COc1ccccc1-c1nnc(SCC(=O)NCc2cccs2)n1N | 0 | -3 | -24 | 1 | -2 | -4 | -9 | 1.2 | 0.3
12 | O=C1CN=CN=CN1c1ccc(Cl)cc1Cl | -2 | -7 | 7 | 1 | 0 | 0 | 10 | 0.93 | 0.8
13 | Cc1ccnc(SCCn2c(N3CC(C)OC(C)C3)nc3c2c(=O)n(C)c(=O)n3C)n1 (centres undefined) | 0 | -10 | 6 | 1 | 0 | -3 | 1 | 0.94 | 0.2
14 | C/C(=N\NC(=O)c1c(Cl)cnn1C)c1ccc(NC(=O)c2ccc(Br)o2)cc1 | -3 | -4 | -5 | 1 | 5 | -3 | -4 | 1.1 | 0.2
15 | O=C(Nc1ccc2c(c1)CCC2)c1ncoc1-c1ccccc1F | -1 | 4 | 22 | 0.89 | -3 | 11 | -4 | 0.78 | -1.8
16 | Cc1ccc(-c2cc3ccccc3nc2N)cc1 | -3 | -7 | 9 | 0.99 | -2 | 1 | 1 | 0.91 | -0.2
17 | O=C(COC(=O)c1cncc(Br)c1)NC12CC3CC(CC(C3)C1)C2 | 3 | 5 | -5 | 1 | -5 | 0 | . | 1 | -2.0
18 | Cc1c(OCC(=O)N2CCC(C(N)=O)CC2)ccc2c3c(c(=O)oc12)CCCC3 | -3 | -1 | 0 | 0.87 | -1 | 13 | -16 | 1 | -1.0
19 | Cc1ccc(SCc2c(-c3ccccc3)nn(C)c2Cl)cc1 | -5 | -5 | -1 | 1.1 | -4 | -7 | 26 | 1 | 7.5
20 | COC(=O)c1ccc(CSc2nnc(NCc3ccccc3)s2)o1 | 1 | 0 | 7 | 0.98 | 1 | 2 | 0 | 0.93 | 0.3
21 | CC(CCc1ccco1)NC(=O)c1cccc2c1C(=O)N(C1CCCCC1)C2 (centres undefined) | -3 | -5 | -4 | 1.1 | 1 | -9 | 0 | 1 | 4.6
22 | CN(Cc1nc(CC2CC2)no1)CC12CC3CC(CC(C3)C1)C2 | 1 | 1 | 2 | 1 | -1 | -1 | -4 | 0.98 | -0.4
23 | COCCN(C(=O)CSc1nnc(C)n1-c1ccc(C)cc1)c1c(N)n(Cc2ccccc2)c(=O)[nH]c1=O | 0 | -10 | -2 | 1 | 1 | -2 | -12 | 1 | -1.7
24 | Cc1ccc(C(=O)N(C)CCOc2ccccc2)cc1S(=O)(=O)N1CCCCC1 | 1 | -6 | -24 | 1.1 | 1 | -11 | -47 | 1.2 | -0.1
25 | O=C1NC(=Nc2cccc(O)c2)S/C1=C\c1cccnc1 | -2 | -4 | -7 | 0.97 | 4 | 3 | 8 | 1.1 | 1.0
26 | Cc1cccc(N2CCN(S(=O)(=O)c3ccc4c(c3)NC(=O)C(C)S4)CC2)c1C (centres undefined) | -3 | -5 | 17 | 1 | -8 | -4 | -3 | 0.83 | 0.7
27 | Cc1ccc(NC(=O)CN2CCOCC2)cc1 | 3 | -4 | -3 | 0.95 | -4 | 5 | 3 | 1 | -1.5
28 | N#CCCn1cc(C=C(C#N)C#N)c(-c2ccc(Cl)cc2)n1 | -2 | -6 | -17 | 1 | -3 | -1 | 8 | 1.2 | -1.9
29 | Cc1cc(C)cc(N(CC(=O)N2CCCC2)S(C)(=O)=O)c1 | 0 | -2 | -6 | 1 | -2 | -5 | -8 | 1.1 | -0.5
30 | CCCC(=O)N=C1SC2CS(=O)(=O)CC2N1c1ccc(CC)cc1 (centres undefined) | -1 | -5 | -16 | 0.93 | -1 | 7 | 1 | 1.2 | 19
31 | CC(C)Cn1c(=O)n(C)c(=O)c2[nH]cnc21 | -2 | -6 | 20 | 1 | 4 | -3 | 4 | 0.8 | -0.7
32 | COCCNC(=O)c1ccc(C2SCC(=O)N2Cc2ccco2)cc1 (centres undefined) | -1 | -6 | -4 | 0.96 | -1 | 4 | 5 | 1 | 0.4
33 | O=C(Nc1ccc2[nH]ncc2c1)C1CCC1 | -3 | -2 | -6 | 0.9 | 3 | 10 | 5 | 1.1 | 0.7
34 | CCN(CC)C(=O)Oc1cc(COC)nc(-c2ccccc2)n1 | -1 | -4 | -7 | 1.1 | 5.3* | -8 | -1 | 1.1 | 2.1
35 | COc1ccccc1CCNC(=O)C1CCC(=O)N(C2CC2)C1 (centres undefined) | -2 | -4 | -26 | 0.87 | -3 | 13 | -3 | 1.3 | -0.3
36 | CC(=O)c1cccc(N(C(=O)c2ccccn2)C(C(=O)NC2CCCCC2)c2ccccc2)c1 (centres undefined) | -8 | -3 | -20 | 1.1 | 5 | -9 | 3 | 1.2 | -1.4
37 | Cc1nnc2n(C3CCCCC3)c(=O)c3c4c(sc3n12)COC(C)(C)C4 | -1 | -3 | 8 | 1.1 | -2 | -5 | -7 | 0.92 | 3.9
38 | O=C(COc1ccc(Cl)cc1Cl)Nc1cccnc1 | -5 | 5 | -2 | 1.2 | -2 | -16 | 5 | 1 | -1.1
39 | O=C(NC(=S)NNC(=O)c1cccs1)c1ccco1 | -3 | 6 | -48 | 0.71 | -3 | 29 | -5 | 1.5 | 4.8
40 | O=C(Cn1cnc2ccccc2c1=O)NCc1ccc2c(c1)OCO2 | 2 | -3 | -6 | 1 | -2 | -3 | -2 | 1.1 | -3.2
41 | Cc1cc2c(OCC(O)CNC3CCCCC3)cccc2[nH]1 (centres undefined) | -5 | -4 | -21 | 1.1 | -1 | -11 | -3 | 1.2 | -0.7
42 | Cc1cccc(Oc2ncnc(N)c2[N+](=O)[O-])c1 | -2 | -5 | 11 | 0.94 | 0 | 6 | 5 | 0.89 | -0.2
43 | COc1ccc(-c2nsc3c(N4CCCC4)ncnc23)cc1 | -5 | -6 | 4 | 1.1 | -5 | -9 | -8 | 0.96 | 1.0
44 | CCc1c(C(C)S(=O)(=O)c2ccc(C)cc2)[nH]c(=O)n1-c1ccc(C)cc1 (centres undefined) | 1 | -5 | -26 | 1 | 0 | 0 | -9 | 1.3 | -3.0
45 | Cc1ccc(S(=O)(=O)N2CCC(C(=O)NCCCN3CCOCC3)CC2)cc1 | -2 | -6 | -1 | 1 | 2 | 0 | -1 | 1 | -0.5

Record cards (already shown). Order of screens: APOBEC3A inh, A3G deaminase, hIAP block, mIAP act, MIN6 prolif, mIAP block, ATG4B inh, hIAP activ, MPTP block
O=C(Nc1ccc2[nH]ncc2c1)C1CCC1 across the screens: -3, -2, -6, 0.9, 3, 10, 5, 1.1, 0.7
CCN(CC)C(=O)Oc1cc(COC)nc(-c2ccccc2)n1 across the screens: -1, -4, -7, 1.1, 5.3*, -8, -1, 1.1, 2.1

(further entries)
# | SMILES | APOBEC3A inh | A3G deaminase | hIAP block | mIAP act | MIN6 prolif | mIAP block | ATG4B inh | hIAP activ | MPTP block
46 | Fc1ccccc1NC(=S)NCc1ccc2c(c1)OCO2 | 1 | -4 | 3 | 1.1 | 0 | -15 | -1 | 0.97 | 0.2
47 | CCc1cc2c(N3CCN(c4ccccc4)CC3)ncnc2s1 | -1 | -6 | 2 | 1.1 | -7 | -5 | 7 | 0.98 | 19
48 | CN(C)S(=O)(=O)N1CCCN(S(=O)(=O)N(C)C)CC1 | -7 | -8 | 4 | 1.1 | 0 | -6 | -7 | 0.96 | -0.2
49 | CC(C)(C)C(=O)NC(=S)NNC(=O)c1sc2ccccc2c1Cl | -7 | -9 | -48 | 0.88 | -2 | 12 | -20 | 1.5 | 61*
50 | CCC(C)Sc1ccc([C@H]2N[C@@](C)(C(=O)OC)[C@H]3C(=O)N(CC)C(=O)[C@@H]23)cc1 (some centres undefined) | -1 | -1 | 9 | 0.91 | 0 | 9 | -8 | 0.91 | 1.8
51 | COc1ccc(CCN2C(=O)N[C@@H](C(C)C)C2=O)cc1 | 4 | -3 | 3 | 1.1 | -3 | -8 | -7 | 0.97 | 1.2
52 | Cc1nn(C)c(=S)n1-c1ccc(Cl)cc1 | -5 | -5 | 9 | 1 | 2 | -3 | -4 | 0.91 | -1.5
53 | CCOC(=O)c1c(CN2CCN(Cc3ccccc3)CC2)n(C)c2cc(Br)c(OC)cc12 | 4 | 4 | -3 | 1 | -3 | 0 | -4 | 1 | 29
54 | CC(=O)C1=C(O)C(=O)N(c2ccc(C)cc2)C1c1ccccn1 (centres undefined) | -2 | -3 | 2 | 0.98 | 1 | 2 | -4 | 0.98 | -1.7
55 | Cc1ccc(NC(=O)C2CCCN(S(=O)(=O)c3cccs3)C2)cc1 (centres undefined) | -4 | -8 | 26 | 1 | -1 | -1 | -10 | 0.74 | -1.7
56 | COc1ccc(-n2nnc3c(=O)n(CC(=O)Nc4ccc5c(c4)OCCO5)cnc32)cc1OC | 0 | -3 | -1 | 0.91 | 1 | 9 | 3 | 1 | 0.0
57 | CCNc1nc(C)c(CN(C(C)=O)c2ccccc2)nc1C#N | 3 | 6 | -6 | 1 | 2 | 0 | 6 | 1.1 | 1.9
58 | CCCCN(CC)S(=O)(=O)c1ccc(C(=O)Nc2nnc(-c3cccs3)o2)cc1 | 1 | 3 | -15 | 0.8 | -4 | 20 | 4 | 1.1 | .
59 | O=C(OCc1ccccc1)c1cn(-c2ccccc2)nc1-c1ccncc1 | 0 | -3 | 18 | 0.97 | -2 | 3 | 21 | 0.82 | 2.3
60 | CCCn1c(N)c(N(CCOC)C(=O)c2cc(C)cc(C)c2)c(=O)[nH]c1=O | 2 | -1 | 1 | 1.1 | -3 | -8 | -6 | 0.99 | -0.5
61 | COc1ccc(CCN(C)CC(O)COc2ccc(C(C)=O)cc2OC)cc1OC (centres undefined) | 2 | -6 | 8 | 0.95 | 0 | 5 | -8 | 0.92 | -0.2
62 | CC(Oc1ccc2cc(-c3ccccc3)c(=O)oc2c1)C(=O)NCC1CCC(C(=O)O)CC1 (centres undefined) | -3 | -3 | 3 | 0.9 | 1 | 10 | -14 | 0.97 | -0.1

High-throughput results (PubChem)
